E coli Lon inh: inhibitors of E. coli Lon protease, primary screen, biochemical, fluorescence polarization; P0A9M0; purified E. coli Lon protease; inhibition, % at 7.94 µM; actives 0.42% (n = 360,000); in the data active = inhibition above about 13%, passing the limit was not always enough;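 note: 0% = enzyme with probe and DMSO and 100% = no enzyme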
Target sequence (P0A9M0 whole entry, looked up): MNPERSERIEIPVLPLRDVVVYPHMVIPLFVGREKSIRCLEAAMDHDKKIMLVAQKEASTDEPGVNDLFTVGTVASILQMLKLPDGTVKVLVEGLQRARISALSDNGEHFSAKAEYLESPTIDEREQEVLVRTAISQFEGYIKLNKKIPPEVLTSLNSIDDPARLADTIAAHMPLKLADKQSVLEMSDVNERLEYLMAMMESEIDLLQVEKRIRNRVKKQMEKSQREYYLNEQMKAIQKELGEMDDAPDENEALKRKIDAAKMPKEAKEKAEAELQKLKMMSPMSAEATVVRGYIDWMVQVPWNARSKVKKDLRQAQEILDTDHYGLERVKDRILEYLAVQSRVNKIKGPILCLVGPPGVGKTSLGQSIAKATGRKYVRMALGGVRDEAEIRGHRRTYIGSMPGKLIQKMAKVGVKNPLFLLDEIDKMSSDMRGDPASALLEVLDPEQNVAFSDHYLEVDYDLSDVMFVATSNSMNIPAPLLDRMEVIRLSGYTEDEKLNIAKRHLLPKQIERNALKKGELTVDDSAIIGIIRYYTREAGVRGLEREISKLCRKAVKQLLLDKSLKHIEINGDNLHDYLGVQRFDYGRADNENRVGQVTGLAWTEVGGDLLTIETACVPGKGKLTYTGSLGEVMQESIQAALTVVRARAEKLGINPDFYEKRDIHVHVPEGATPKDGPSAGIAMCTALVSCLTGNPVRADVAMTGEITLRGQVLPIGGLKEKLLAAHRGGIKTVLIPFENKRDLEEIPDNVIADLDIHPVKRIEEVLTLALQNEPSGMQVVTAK
MsrA inhibitor: bovine MsrA enzyme inhibitors, primary screen, biochemical, absorbance, HTS; Methionine sulfoxide reductase A (Bos taurus); purified bovine MsrA, absorbance read-out; inhibition, % at 15.5 µM; actives 0.75% (n = 360,000); in the data active = inhibition above about 4.5%;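 note: 0% = vehicle wells with enzyme and 100% = reference inhibitor wells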
SUMO1 PPI mod: modulators of SUMO1 protein-protein interactions, primary screen, biochemical, uHTS; Small ubiquitin-related modifier 1 (Homo sapiens), P63165; SUMO1 binding to a labelled peptide, TR-FRET, 1 h; inhibition, % at 20 µM; actives 0.33% (n = 360,000); AID 602429, 2012; in the data active = inhibition above about 37%
Target sequence (P63165 whole entry, looked up): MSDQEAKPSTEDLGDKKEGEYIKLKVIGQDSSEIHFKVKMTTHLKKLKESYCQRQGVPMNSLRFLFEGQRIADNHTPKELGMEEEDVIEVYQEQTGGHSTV
Scp1 inh: Scp-1 phosphatase inhibitors, primary screen, biochemical, colorimetric, uHTS. Carboxy-terminal domain RNA polymerase II polypeptide A small phosphatase 1 (Homo …. Recombinant Scp1, phosphopeptide, malachite green phosphate absorbance. actives 0.88% (n = 340,000). inhibition, % at 20 µM. AID 493091, 2011;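 active = inhibition above about 50% at 20 µM, limit read from the data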;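 note: plate controls were DMSO wells with enzyme for no effect and wells lacking enzyme for full effect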
Target sequence (Q9GZU7 76-261 limits assumed): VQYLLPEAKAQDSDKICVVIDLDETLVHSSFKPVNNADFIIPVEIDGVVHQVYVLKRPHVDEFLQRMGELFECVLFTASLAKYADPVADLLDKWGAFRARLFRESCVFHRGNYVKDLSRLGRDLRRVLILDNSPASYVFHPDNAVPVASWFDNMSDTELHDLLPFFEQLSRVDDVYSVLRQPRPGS
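Test system: SCP-1 phosphatase catalytic domain, residues 76-261; measured by: colorimetric phosphate reagent with accelerator and stabiliser, absorbance at 630 nm; timing: enzyme reaction 45 min at room temperature, colour 5 min, stabilisation 30 min; also added: Phosphorylated 17-residue peptide substrate; compound dosing: one concentration, 20 µM, with 1.0% DMSO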
NRP1-CendR mod: modulators of CendR peptide binding to NRP-1, primary screen, biochemical, fluorescence polarization, uHTS; Neuropilin-1 (Homo sapiens), O14786; FAM-RPARPAR peptide binding to NRP-1; inhibition, % at 25 µM; actives 0.85% (n = 360,000); AID 602438, 2012;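 active = inhibition or corrected inhibition above about 18%, plus a signal ratio from 0.5 to 1.5, limit read from the data, passing the limit was not always enough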; note: strong numbers were not always called active
MsrA act: bovine MsrA enzyme activators, primary screen, biochemical, absorbance, HTS; Methionine sulfoxide reductase A (Bos taurus); purified bovine MsrA, absorbance read-out; activation, % at 10.6 µM; actives 0.3% (n = 360,000); AID 602163, 2012; in the data active = activation above about 7.5%;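 note: 0% = vehicle and 100% = reference activator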
LMPTP inh: LMPTP phosphatase inhibitors, primary screen, biochemical, fluorescence intensity, uHTS; Low molecular weight phosphotyrosine protein phosphatase (Homo sapiens), P24666; recombinant LMPTP-A, OMFP fluorogenic substrate; inhibition, % at 20 µM; actives 0.22% (n = 360,000); AID 651560, 2012;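 active = compounds that cut the enzyme signal by at least half of the control window in the single-dose screen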;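 note: plate controls were DMSO wells with enzyme plus substrate for no effect and substrate without enzyme for full effect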
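Material: LMPTP-A; amount: 0.625 nM enzyme; doses: single 20 µM dose; times: reaction 50 min, room temperature, dark; technique: fluorescence intensity of OMFP turnover product; benchmarks: no-enzyme and uninhibited controls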
DNMT1 block: human DNMT1 methyltransferase inhibitors, primary screen, biochemical, molecular beacon, fluorescence, HinP1I cleavage, uHTS. inhibition (reported as % activation of signal), % at 10 µM. AID 588458, 2011. DNA (cytosine-5)-methyltransferase 1 (Homo sapiens), P26358. actives 0.83% (n = 360,000); in the data active = inhibition above about 50%
Tb MetRS inh: T. brucei MetRS inhibitors, primary screen, biochemical, luminescence | AID 624268, 2012 | purified T. brucei MetRS, ATP depletion, Kinase-Glo luminescence | methionyl-tRNA synthetase (Trypanosoma brucei brucei) | inhibition, % at 11.9 µM | actives 0.4% (n = 360,000);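 active = inhibition above a per-plate cutoff of the control wells' mean inhibition plus 3 SD, cut at about 5.5% in these data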;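 note: 0% = DMSO wells median and 100% = median of wells with control inhibitor compound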
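Dosing: 11.9 µM compound single dose, 0.9% DMSO; Assay system: purified T. brucei MetRS enzyme; Measured by: Kinase-Glo luciferase luminescence reporting remaining unconsumed ATP; Schedule: 15 min plus 2 h at 25 °C.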
STEP block: STEP phosphatase inhibitors, primary screen, biochemical, fluorescence intensity, uHTS. Tyrosine-protein phosphatase non-receptor type 5 (Homo sapiens), P54829. recombinant STEP, OMFP fluorogenic substrate. inhibition, % at 20 µM. actives 0.25% (n = 360,000);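 active = inhibition at 20 µM, scaled per plate between control wells, above about 37%, limit read from the data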;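 note: 0% = DMSO with enzyme and substrate and 100% = substrate only without enzyme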
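Assay system: isolated STEP enzyme / Timing: 20 min at room temperature, dark / Doses: 20 µM, 1% DMSO / Technique: fluorescence intensity, excitation 480 nm, emission 540 nm / Reagent: fluorogenic phosphatase substrate OMFP at 25 µM final / Measure: percent inhibition scaled to no-enzyme and uninhibited-enzyme controls, plate-pattern corrected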
Starred values were filed as active, the others as inactive; . = no result given.

Values run as follows: E coli Lon inh, MsrA inhibitor, SUMO1 PPI mod, Scp1 inh, NRP1-CendR mod, MsrA act, LMPTP inh, DNMT1 block, Tb MetRS inh, STEP block
- Cc1ccc(CSCC(Nc2ccc(C(=O)O)cc2[N+](=O)[O-])C(=O)O)cc1 (stereo not drawn)
    -3, 0.6, -18, -11, 6, -2, 0.4, 1, 0.5, 7
- COc1cccc(N=Nc2c(N)[nH]n3c(=O)c4c(nc23)CCCC4)c1
    -31, 0.1, -15, -1, -2, -4, 3.8, -5, 0.2, 1
- COc1ccc(C(=O)CN2C(=O)c3ccccc3C2=O)cc1
    6, 0.8, -24, -14, -13, -3, -1.5, 6, 0.4, 0
- COc1ccc(-c2n[nH]c(=S)n2/N=C/c2cccn2C)cc1
    1, 0.4, 2, -8, 13, 1, 0.2, -5, 2.1, 4
- COCCNC(=O)COc1ncnc2ccc(Br)cc12
    3, -0.1, 2, -3, 3, -4, 0.4, 2, -0.8, 4
- O=C(Nc1ccccc1)C1CCCN1S(=O)(=O)c1cccs1 (stereo not drawn)
    -12, -1.4, -2, -1, -2, 2, -1.5, 0, -0.1, -2
- COC(=O)C1CN(C(=O)COc2ccccc2C)c2ccccc2O1 (stereo not drawn)
    0, -0.3, 0, -10, -1, -1, -1.2, 2, 0.7, -2
- Oc1cccc(-n2nnnc2SCc2ccccc2F)c1
    1, -0.9, 4, -13, 3, -2, 1.1, -1, -0.9, -1
- COc1cccc(OCCNC(=O)CSc2ccc(C(F)(F)F)cc2[N+](=O)[O-])c1
    -5, -0.2, -21, -15, -5, -3, 1.4, -1, 0.0, 1
- COc1cccc(C(=O)Nc2nnc(-c3cccs3)o2)c1
    -1, 1.7, 5, -3, -5, -7, -0.6, -2, -0.3, 0
- CC(C)C[C@H]1CNC(=O)C(=O)N1C[C@H]1CCCN1C[C@H](CC(C)C)N1C[C@H](Cc2ccccc2)N(CC2CCCCC2)C(=O)C1=O
    -7, 0.0, 24, ., -22, -5, 12, ., -0.5, .
- CC1=CC(=O)C(C(C)=Nc2cccc(Cl)c2)C(=O)O1 (stereo not drawn)
    5, 1.0, 3, -10, 6, 0, 0.3, -1, -0.1, -1
- Cc1c(C(=O)NNC(=O)c2ccccc2O)oc2ccc(Br)cc12
    -19, 0.9, 5, 0, -26, 3, 0.9, 18, -0.3, 1
- CC1CCN(CC(=O)NC(=O)NCc2ccccc2)CC1
    4, -0.8, 3, -2, 1, -1, -0.8, 0, -0.1, 2
- CC(C)(C)CNC(CO)C12CC3CC(CC(C3)C1)C2 (stereo not drawn)
    -4, -0.7, -2, -10, -6, 0, -0.9, 2, -0.7, -2
- CC1(C(=O)NCc2cccc3ccccc23)CCN1Cc1cc2ccccc2o1 (stereo not drawn)
    -4, 0.0, 5, ., -6, -1, 5.1, 1, -0.3, 2
- CC1CCCCC1NC(=O)c1nn(C)c(=O)c2ccccc12 (stereo not drawn)
    3, 1.1, 1, 0, 4, -2, 0.3, 3, -0.1, -5
- COc1ccc(CNC(=O)C(=O)c2cn(CC(=O)N3CCCC3)c3ccccc23)cc1
    5, 2.5, -8, -8, 8, -5, -0.6, 1, -0.3, 0
- Cc1oc(-c2cc3c(cc2Cl)OCO3)nc1CN1CCCC1c1ccc(F)cc1 (stereo not drawn)
    -12, 0.6, 1, -1, -10, -3, 1.3, 7, -0.7, 1
- Cn1c(=O)c2c(nc(NCCOc3ccc(F)cc3)n2C)n(C)c1=O
    7, -0.7, 2, 1, -4, 0, -0.3, -2, -0.3, 1
- Cc1nc(NC(=O)c2ccccc2)sc1-c1csc(Nc2ccc(C(=O)O)cc2)n1
    -9, 0.9, 92*, 80*, -58, -3, 43, -6, 0.2, 1
- N#Cc1c(-c2ccccc2)c(-c2ccccc2)nn(CC(=O)NNC(=O)Nc2ccccc2)c1=O
    -9, 0.8, -25, -9, -31, 2, 3.1, -7, 0.6, 4
- Cn1cccc1C(=O)Nc1ccc(Cl)c(S(=O)(=O)N2CCCCC2)c1
    1, 1.1, 5, -6, -2, 5, 1.9, -16, 0.0, 5
- CCN(CC)S(=O)(=O)c1ccc(N2CCc3cc(OC)c(OC)cc3C2)nc1
    8, -0.1, -2, -7, 1, 1, 0.8, -6, -0.3, 1
- COc1cccc(CN2CCCC(C(=O)c3ccc4c(c3)OCO4)C2)c1OC (stereo not drawn)
    -2, 0.6, 0, -3, -16, -4, -0.6, 0, -0.3, 1
- O=C(/C=C/c1ccccc1)NCCc1c[nH]c2ccccc12
    7, -2.0, -5, -6, 1, -1, 1.0, -9, 0.4, -1
- O=[N+]([O-])c1ccc2c(c1)/C(=N\O)c1ccccc1-2
    6, 0.1, -10, -5, -14, -5, 1.0, 9, 0.3, -2
- NC1=NC(=O)/C(=C/c2ccccc2OS(=O)(=O)c2ccc3ccccc3c2)S1
    -9, 0.0, -2, -8, 0, -5, -1.5, 12, -0.7, 3
- Cc1ccccc1CCNC(=O)CCn1ccc2cc(S(=O)(=O)N3CCCC3)ccc21
    4, 0.6, 5, -11, -2, 1, -0.4, -3, -0.1, 0
- O=C(NC1CCN(S(=O)(=O)c2ccccc2C(F)(F)F)CC1)c1ccco1
    4, -0.4, -4, -1, 6, -1, 0.7, -2, -0.3, 0
- Cc1ccc(OCCNC(=O)c2ccc(C)o2)cc1
    1, 1.2, -6, 1, -9, -2, -0.2, 2, -0.3, -2
- Cc1oc2c(C)c3oc(=O)c(CCC(=O)NCCCCCC(=O)O)c(C)c3cc2c1C
    9, 0.5, 14, -1, 11, -2, -0.2, -2, -0.3, 1
- COc1cc2c(cc1[N+](=O)[O-])-c1ccc([N+](=O)[O-])cc1C2=NNC(N)=S
    1, ., -8, ., 1, -1, 32, -5, -0.2, 2
- COc1ccc(-c2cc3ccccc3[nH]2)cc1
    -15, 0.2, 4, -12, -19, -4, 0.0, -20, -0.3, -4
- O=c1c(Cc2ccc(Cl)cc2Cl)c(O)ccn1CC(F)(F)F
    4, 0.2, -1, -13, -9, -2, -0.2, -3, 9.0*, -1
- COc1ccc(N/C(N)=N/c2nc(C)cc(=O)[nH]2)cc1
    6, -0.6, 4, -10, 7, -2, 0.4, -1, -1.0, -1
- CC(C)C[C@@H](CO)N1CCN(Cc2cccnc2)CCC1=O
    7, -0.4, 2, 2, -14, -9, 0.0, 4, -0.3, -3
- CN(C)CCCN(C(=O)c1ccc2c(c1)CCCC2)c1nc2c(F)cccc2s1
    -5, 0.2, -2, 6, 0, -1, 0.0, -18, -1.1, 1
- CCOC(=O)C1CCN(C(=O)c2cc3c(-c4ccc(OC)c(OC)c4)nn(C)c3s2)CC1
    -1, ., 6, -9, 1, -1, 1.0, 0, -0.8, 0
- COc1ccc(CN2CCNC(=O)C2CC(=O)N(C)C2CCCCC2)cc1OC (stereo not drawn)
    -1, 0.5, -3, ., 6, 1, -1.1, -2, -0.2, 2
- COc1ccccc1C(=O)NC(=O)COC(=O)c1ccc(Br)o1
    4, -1.2, 4, 13, 0, -3, 0.6, 1, 0.7, -1
- O=C(O)c1nc(NCc2ccccc2)ncc1Cl
    -7, -0.7, 0, -10, 2, -5, -1.2, 2, -1.1, 0
- O=C1CCCC(=O)N1c1ccc(Oc2ccc(Cl)cc2)cc1
    6, -1.7, 1, -11, 9, -1, -0.8, -6, 0.2, -1
- COc1ccc(CNCCC(c2ccc(OC(C)C)cc2)c2ccccc2OC)cc1 (stereo not drawn)
    -12, -1.2, -27, 18, 2, 2, 4.1, 4, -0.6, 4
- Cc1[nH]n2c(=O)cc(C(C)C)nc2c1-c1ccccc1
    1, 0.4, -1, -7, -18, -6, -1.9, 0, -1.0, 0
- Cc1ccc(Cl)c2sc(N3CCN(C(=O)c4ccco4)CC3)nc12
    0, 1.2, 8, 0, -14, 1, 4.1, 0, -0.4, 0
- Cc1ccc(C)c(NC(=O)CN(C)C(=O)c2ccc(S(=O)(=O)N3CCCCCC3)cc2)c1
    -6, 0.9, -2, -4, 11, -2, -0.9, 3, 0.1, -1
- O=C(COc1ccc(Cl)cc1)N1CCCC1
    2, -0.3, 2, -3, -2, -11, -1.1, -2, -0.8, 1
- O=C(COc1cc(Cl)c(Cl)cc1Cl)Nc1ccc([N+](=O)[O-])cc1Cl
    3, 0.6, -6, -4, 24*, -2, -1.9, 0, -0.2, 0
- O=S(=O)(Nc1nc2ccccc2nc1Nc1ccc(N2CCOCC2)cc1)c1cc(Cl)ccc1Cl
    -9, -0.8, 9, 4, -8, -4, 2.6, -23, 0.1, -2
- CN1CCN(S(=O)(=O)c2ccc([N+](=O)[O-])cc2)CC1
    -10, -0.2, -35, 6, 4, -8, -1.9, 4, -0.1, -1
- Cc1ncc(CN2CCCCC2C(=O)Nc2ccc(Oc3ccccc3)nc2)cn1 (stereo not drawn)
    1, -0.4, 2, -2, 15, -1, -0.4, -1, -0.1, 0
- O=S(=O)(Nc1ccccc1-c1ccccc1)c1ccccc1
    -12, -0.1, -1, -8, 3, -1, -0.4, 2, -0.2, 2
- Cc1cccc(C)c1NC(=O)CNC(=O)c1ccccc1OCc1ccccc1
    -1, 0.5, 1, -1, -9, -4, 0.0, -1, -0.1, 1
- CCC(=O)Nc1c2c(nn1-c1ccc(F)cc1)CS(=O)C2 (stereo not drawn)
    5, -0.2, -3, -3, -13, -2, -0.3, 6, -0.8, 0
- O=C(CCS(=O)(=O)c1ccc2c(c1)NC(=O)CO2)NCc1ccccc1
    -4, 0.3, 10, -5, 4, -3, -0.9, -1, 0.5, 0
- CC(=O)NC1(C(F)(F)F)C(=O)Nc2c1c(=O)n(C)c(=O)n2C (stereo not drawn)
    -11, -1.9, 1, -8, -2, -7, -0.8, 5, -0.2, -3

Some of these compounds in order of number of heavy atoms, descending.
Values run as follows: E coli Lon inh, MsrA inhibitor, SUMO1 PPI mod, Scp1 inh, NRP1-CendR mod, MsrA act, LMPTP inh, DNMT1 block, Tb MetRS inh, STEP block
- COc1ccc(CNCCC(c2ccc(OC(C)C)cc2)c2ccccc2OC)cc1 (stereo not drawn)
    -12, -1.2, -27, 18, 2, 2, 4.1, 4, -0.6, 4
- Cc1ccc(Cl)c2sc(N3CCN(C(=O)c4ccco4)CC3)nc12
    0, 1.2, 8, 0, -14, 1, 4.1, 0, -0.4, 0
- CCC(=O)Nc1c2c(nn1-c1ccc(F)cc1)CS(=O)C2 (stereo not drawn)
    5, -0.2, -3, -3, -13, -2, -0.3, 6, -0.8, 0
